Dicer inh – inhibitors of human Dicer processing of pre-microRNA; Q9UPY3; cat-ELCCA pre-miR-21 Dicer processing, chemiluminescence; active compounds read high; z-score at 25 µM; 47,000 compounds, 6% hits; in the data active means z-score above about 3, passing the limit was not always enough;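 further: plate controls were vehicle for no effect and no enzyme for full effect; higher signal means more uncleaved substrate so more Dicer inhibition; strong numbers were not always called active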
Target sequence (Q9UPY3 whole entry, looked up): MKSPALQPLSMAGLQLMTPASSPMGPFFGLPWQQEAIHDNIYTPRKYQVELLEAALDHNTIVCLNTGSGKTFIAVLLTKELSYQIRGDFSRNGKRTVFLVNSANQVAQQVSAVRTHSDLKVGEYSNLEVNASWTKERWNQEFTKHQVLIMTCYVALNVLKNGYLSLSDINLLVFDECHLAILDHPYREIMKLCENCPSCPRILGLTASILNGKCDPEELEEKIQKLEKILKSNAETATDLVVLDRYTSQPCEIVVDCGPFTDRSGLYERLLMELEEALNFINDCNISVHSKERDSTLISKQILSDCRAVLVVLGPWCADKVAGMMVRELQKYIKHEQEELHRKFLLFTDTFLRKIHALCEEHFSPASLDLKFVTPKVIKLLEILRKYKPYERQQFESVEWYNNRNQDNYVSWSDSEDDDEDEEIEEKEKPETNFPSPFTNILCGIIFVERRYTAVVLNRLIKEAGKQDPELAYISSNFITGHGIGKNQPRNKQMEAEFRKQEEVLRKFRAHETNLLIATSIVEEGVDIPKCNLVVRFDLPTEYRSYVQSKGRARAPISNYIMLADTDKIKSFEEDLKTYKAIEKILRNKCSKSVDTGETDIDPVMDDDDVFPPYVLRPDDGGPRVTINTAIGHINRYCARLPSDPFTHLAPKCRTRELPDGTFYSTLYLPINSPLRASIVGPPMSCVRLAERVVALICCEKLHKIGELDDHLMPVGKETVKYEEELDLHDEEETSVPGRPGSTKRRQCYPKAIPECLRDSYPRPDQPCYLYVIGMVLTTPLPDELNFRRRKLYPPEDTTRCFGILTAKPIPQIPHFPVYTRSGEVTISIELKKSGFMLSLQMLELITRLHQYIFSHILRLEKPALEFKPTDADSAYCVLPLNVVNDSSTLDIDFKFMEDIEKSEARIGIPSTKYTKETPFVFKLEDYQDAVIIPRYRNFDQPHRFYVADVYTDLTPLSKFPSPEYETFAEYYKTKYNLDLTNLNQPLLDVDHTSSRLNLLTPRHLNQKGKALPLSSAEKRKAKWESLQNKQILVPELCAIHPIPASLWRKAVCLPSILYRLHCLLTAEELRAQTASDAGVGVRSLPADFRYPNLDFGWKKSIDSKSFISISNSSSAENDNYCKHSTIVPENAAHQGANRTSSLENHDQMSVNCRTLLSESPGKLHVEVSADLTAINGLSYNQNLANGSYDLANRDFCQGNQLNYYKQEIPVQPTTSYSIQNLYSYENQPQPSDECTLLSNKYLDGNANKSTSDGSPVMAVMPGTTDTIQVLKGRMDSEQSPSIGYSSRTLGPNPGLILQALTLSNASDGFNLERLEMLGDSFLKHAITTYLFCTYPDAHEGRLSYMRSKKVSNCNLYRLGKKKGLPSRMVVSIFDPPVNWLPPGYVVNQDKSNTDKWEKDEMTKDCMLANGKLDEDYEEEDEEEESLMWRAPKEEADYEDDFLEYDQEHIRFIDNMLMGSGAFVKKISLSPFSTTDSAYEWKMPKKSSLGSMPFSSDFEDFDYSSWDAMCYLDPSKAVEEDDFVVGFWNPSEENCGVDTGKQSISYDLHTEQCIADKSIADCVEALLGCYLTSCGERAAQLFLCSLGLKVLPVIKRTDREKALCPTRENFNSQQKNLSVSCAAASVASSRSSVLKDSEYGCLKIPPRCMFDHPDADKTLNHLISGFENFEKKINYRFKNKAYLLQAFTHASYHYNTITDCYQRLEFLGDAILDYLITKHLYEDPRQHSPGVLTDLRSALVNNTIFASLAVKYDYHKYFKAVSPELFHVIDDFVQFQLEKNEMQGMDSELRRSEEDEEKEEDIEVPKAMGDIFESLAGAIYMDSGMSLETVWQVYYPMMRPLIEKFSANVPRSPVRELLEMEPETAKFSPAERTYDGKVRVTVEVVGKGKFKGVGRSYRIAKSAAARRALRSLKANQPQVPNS
* hit, by the source's call. An excerpt; the hit share may differ from the screen's.

SMILES	Dicer inh
Cc1cc(C)cc(OCc2nc(-c3ccc(Cl)cc3)no2)c1	-1.3
O=C(O)CSc1nnc(Nc2ccccc2)n1-c1ccccc1	-0.69
COC(=O)/C(C#N)=C/c1c(-c2ccccc2)nc2n1CCS2	1.1
O=C(Nc1nnc(/C=C/c2ccccc2)s1)c1ccc(Br)cc1	1.9
Nc1nnc(SCc2ccccc2Cl)s1	11*
O=C(Nc1ccccc1)c1cc([N+](=O)[O-])cc2c1-c1ccc([N+](=O)[O-])cc1C2=O	1.5
Cc1cc(C)n(C(=O)C2COc3ccccc3O2)n1 (stereo not given)	-0.06
FC(F)(F)c1ccnc(Oc2ccc(I)cc2)n1	-1.5
Cc1cc2oc3c(c(=O)c2cc1C)C(c1ccc(C(C)C)cc1)N(CCCN1CCOCC1)C3=O (stereo not given)	-0.13
COc1ccc(Oc2ccc([N+](=O)[O-])cc2C(=O)NNC(=O)c2ccc(Cl)cc2Cl)cc1	4.8*
O=C(CC1(O)C(=O)Nc2ccccc21)c1cc(O)ccc1O (stereo not given)	-0.31
Cc1ccc(S(=O)(=O)N2CCN(CCO)CC2)cc1-c1nnc2c3ccccc3c(C)nn12	-0.86
O=c1c2cnn(-c3ccccc3)c2nnn1/N=C/c1ccc(OCc2ccccc2)cc1	-1.1
O=C(Nc1c(F)cccc1F)C(F)(F)F	-0.18
Cc1ccc(Nc2ncnc3ccccc23)c(C)c1	-0.49
Cc1nn(C)c(NCCCN2CCOCC2)c1[N+](=O)[O-]	0
COc1ccc2c(c1)CCc1sc(/N=C/N(C)C)nc1-2	-4.7
O=C(NNC(=O)c1sc2ccccc2c1Cl)NC(=O)c1ccccc1Cl	0.7
c1ccc(NC2=NCCCCC2)cc1	-1.9
Cc1nnc2sc(-c3ccco3)nn12	-1.2
CN(C)c1cc(C(F)(F)F)nc2cc(C(C)(C)C)nn12	-0.98
CNC(=O)N(C1=NCCCCC1)c1ccccc1	1.3
Cc1nn(C)c(C)c1CN(C)C(=O)c1cnn2c1NC(c1ccccc1)CC2C(F)(F)F (stereo not given)	-0.62
C#CC(CCN1CCCCC1)(OC)c1ccccc1 (stereo not given)	-0.6
CC1(C)CN=C(N(C(=O)Nc2cccc(Cl)c2)C2CCCCC2)S1	0.77
C=CCN1C(=O)C(O)(c2c[nH]c3ccccc23)c2ccccc21 (stereo not given)	1.8
CN(CCOC(=O)Nc1ccc(OC(F)(F)F)cc1)c1cc(C(F)(F)F)nc2ccccc12	-0.86
CCc1ccnc(NC(=O)Nc2cccc3ccccc23)c1	1.9
CSc1nc(-c2ccccc2)nc(Nc2ccc(C(F)(F)F)cc2)c1C#N	-0.46
CCOC(=O)N/N=C/c1ccc2c(c1)OCO2	2.9
O=c1oc(-c2ccc(Cl)cc2)nc2ccccc12	0.2
O=C1C2C3C=CC(C3)C2C(=O)N1c1ccncc1 (stereo not given)	-0.33
O=C1/C(=C\c2cccnc2)SC(=S)N1Cc1ccncc1	-3.5
CCOC(=O)CSC(=S)Nc1cc(C(F)(F)F)cc(C(F)(F)F)c1	1.9
CC(=O)Nc1ccc(Br)c(C(F)(F)F)c1	2.1
C/C(=N\OCC(=O)Nc1ccc(Cl)cc1)c1ccc(Cl)cc1	0.25
Cc1nn(C)cc1CN(C)C(=O)c1cc2nc(-c3ccco3)cc(C(F)(F)F)n2n1	-0.9
CSc1cc(-c2ccc(F)cc2)nn1S(=O)(=O)c1ccc(C)cc1	-5.2
Cc1cccn2cc(-c3ccc(NS(=O)(=O)c4ccc(Cl)cc4)cc3)nc12	6*
Cc1ccc(CNC(=O)C2Sc3nnc(C)n3NC2c2ccc(C)cc2)cc1 (stereo not given)	0.79

Gathered by group: those above with a CF3 group.
SMILES	Dicer inh
FC(F)(F)c1ccnc(Oc2ccc(I)cc2)n1	-1.5
O=C(Nc1c(F)cccc1F)C(F)(F)F	-0.18
CN(C)c1cc(C(F)(F)F)nc2cc(C(C)(C)C)nn12	-0.98
Cc1nn(C)c(C)c1CN(C)C(=O)c1cnn2c1NC(c1ccccc1)CC2C(F)(F)F (stereo not given)	-0.62
CN(CCOC(=O)Nc1ccc(OC(F)(F)F)cc1)c1cc(C(F)(F)F)nc2ccccc12	-0.86
CSc1nc(-c2ccccc2)nc(Nc2ccc(C(F)(F)F)cc2)c1C#N	-0.46
CCOC(=O)CSC(=S)Nc1cc(C(F)(F)F)cc(C(F)(F)F)c1	1.9
CC(=O)Nc1ccc(Br)c(C(F)(F)F)c1	2.1
Cc1nn(C)cc1CN(C)C(=O)c1cc2nc(-c3ccco3)cc(C(F)(F)F)n2n1	-0.9

Next part
SMILES	Dicer inh
CCOc1ccc(NC(=O)c2c(N)sc3c2CCC(C(C)(C)C)C3)cc1 (stereo not given)	-1.6
CCOC(=O)c1sc(Nc2ccccc2C(F)(F)F)c(C(=O)OCC)c1N	-1.6
CCOC(=O)C1CCN(c2ncnc3c2cnn3C)CC1	0.14
O=C1c2cccc3cc([N+](=O)[O-])cc(c23)C(=O)N1c1ccc(S(=O)(=O)Nc2ccc(C(F)(F)F)cc2)cc1	-0.88
CC1(C)CC(=O)C2=C(C1)Nc1ccccc1NC2c1ccc(O)cc1 (stereo not given)	-1.4
O=C(Nc1ccccc1C(=O)O)OCC1c2ccccc2-c2ccccc21	5.2*
COC(=O)c1ccc(S(=O)(=O)N2CCC(O)(c3ccc(Cl)cc3)CC2)n1C	0.79
O=C(CC1(O)C(=O)N(CCc2ccccc2)c2ccc(Br)cc21)c1ccco1 (stereo not given)	2.6
Nc1cc(C(F)(F)F)ccc1NCc1ccccc1	0.76
CC(=O)N/C(=C\c1cnc(-c2ccccc2)[nH]1)C(=O)O	-0.75
COc1ccc(-c2cc(=O)[nH]c3sc4c(=O)[nH]c(-c5ccccc5)nc4c23)cc1	-1
CC(C)C[C@H](NS(=O)(=O)c1ccccc1)C(=O)O	-0.13
CCOC(=O)c1nnn2c1nc(N1CCOCC1)c1ccccc12	-1.2
Cc1ccc(S/C(=C/N(C)C)C(=O)c2ccc(C)cc2)cc1	-1.6
CO[C@@]1(NC(=O)Cc2cccs2)C(=O)N2C(C(=O)O)=C(COC(N)=O)CS[C@@H]21	0.24
O=C(CN1CCN(c2nc3cc(Cl)ccc3s2)CC1)c1ccc(OC(F)(F)F)cc1	0.69
Cc1ccccc1-c1nc2sc3c(c2c(=O)o1)CCC3	0.99
O=C1C2C(c3ccccc3)OC3(C(=O)c4ccccc4C3=O)C2C(=O)N1c1ccc(F)cc1 (stereo not given)	0.03
Clc1ccc(CSc2ccc(-c3ccccn3)s2)cc1	-7.4
C=CCOC(=O)C1=C(C)NC2=C(C(=O)CC(C)(C)C2)C1c1cccc(OC)c1OC (stereo not given)	-0.59
N#Cc1nn(-c2cccc(C(F)(F)F)c2)c(=O)[nH]c1=O	-2.5
CC1=C(C)CC(C(=O)c2ccc(C)cc2)C(C(=O)O)C1 (stereo not given)	1.3
CCCCCCC(=O)c1ccc(Br)cc1	0.11
Cc1sc(-c2ccc(Cl)cc2)nc1CC(=O)NN	-0.99
FC(F)(F)c1csc(N/N=C/c2ccccc2Cl)n1	-0.01
O=C(CSCc1csc2ccccc12)NCc1ccc2c(c1)OCO2	-0.3
Cn1c(SCc2ccc(F)cc2)nnc1-c1oc2nc(-c3ccccc3)cc(-c3ccco3)c2c1N	-0.83
CNNC(=S)Nc1ccc(Cl)cc1	0.59
CC(=O)Nc1ccc(C)cc1N=Cc1ccncc1	0.45
COCCCNC(=S)Nc1ccccc1OC	-0.44

Molecules from the list above containing a tert-butyl group (2):
SMILES	Dicer inh
CN(C)c1cc(C(F)(F)F)nc2cc(C(C)(C)C)nn12	-0.98
CCOc1ccc(NC(=O)c2c(N)sc3c2CCC(C(C)(C)C)C3)cc1 (stereo not given)	-1.6

The results go on:
| Molecule | Dicer inh |
| --- | --- |
| CCC(C)C1=CC(=Nc2c(C)n(C)n(-c3ccccc3)c2=O)C=C(C(C)CC)C1=O (stereo not given) | 0.51 |
| O=C(Nc1ccc(OCc2ccccc2)cc1)Nc1ccccc1Oc1ccccc1 | -2.2 |
| CCOC(=O)/C(C#N)=C/Nc1scc2c(C(=O)OCC)nn(-c3ccc(C(C)(C)C)cc3)c(=O)c12 | -0.34 |
| CCOCC(=O)Nc1cc(C)on1 | 3.1* |
| Cc1cc(C)c2c(n1)sc1c(=O)n(/N=C/c3ccccc3Cl)cnc12 | -0.41 |
| COc1ccc(-c2noc(-c3ccc(C)c(Cl)c3)n2)cc1OC | -0.11 |
| Nc1ccc(Oc2cccc(Oc3ccc(N)cc3)c2)cc1 | 1.6 |
| CCOC(=O)c1sc(=S)n(C)c1C | 2.9 |
| CCc1c(C)nc2cc(-c3ccc(Br)cc3)[nH]n2c1=O | 1.4 |
| COc1ccccc1C1CCN(c2ncnc3scc(-c4ccccc4)c23)CC1 | -1.6 |
| COc1ccc(N2C(=O)C3C4C=CC(CC4)C3C2=O)cc1 (stereo not given) | 1 |
| CC(=O)Nc1cc2cc(NC(=O)c3ccccc3C(F)(F)F)ccc2oc1=O | -0.67 |
| Cc1cc2nc(C)c(-c3ccccc3)c(N)n2n1 | 0.1 |
| CCOC(=O)c1c(NC(=O)c2ccncc2)sc2c1CCC(C(C)(C)C)C2 (stereo not given) | 1.5 |
| Cc1nn(C)c(C)c1NC(=O)c1cnn2c(C(F)F)cc(-c3ccccc3)nc12 | 0.69 |
| Cn1nc(C(F)(F)F)cc1OC(=O)c1ccccc1Cl | -0.32 |
| CC12C(=O)OC(=O)C1(C)C1CCC2O1 (stereo not given) | 1.8 |
| Cc1ccc(-c2nc(NCc3cccnc3)c3ccccc3n2)cc1 | -0.27 |
| COc1nc(-c2ccc(Cl)cc2)ccc1-c1noc(COc2ccccc2)n1 | 1.5 |
| CCOc1ccccc1N1C(=O)C2C(c3ccc(F)cc3)OC3(C(=O)c4ccccc4C3=O)C2C1=O (stereo not given) | -1.6 |
| Cc1cc(NC(=O)Nc2cccc(Cl)c2)n(-c2ccccc2)n1 | -0.32 |
| C=CCN(CC=C)Cc1c(O)ccc2c(=O)c(-c3ccccc3)coc12 | -1.3 |
| O=C1CCC(C(=O)Nc2ccc(Cl)cc2)N1 (stereo not given) | -0.42 |
| N/C(=N\O)C1(c2ccc(Cl)cc2Cl)CC1 | 1.1 |
| CC(C)NC(=O)CSc1nc(-c2cccs2)cc(C(F)(F)F)n1 | -0.21 |
| Cc1ccc(S(=O)(=O)NC(=O)Oc2ccc(Oc3ccc(C(F)(F)F)cn3)cc2)cc1 | -0.86 |
| CCc1n(CC)c2ccccc2[n+]1CC(O)COc1ccc(F)cc1 (stereo not given) | 5* |
| COC(=O)C1=C(C)NC2=C(C(=O)CCC2)C1c1cc(Br)c(C)s1 (stereo not given) | -0.36 |
| COC(=O)c1sc(-c2ccc(Cl)cc2)cc1NC(=O)c1cc(C)nn1C | -0.98 |
| Oc1ccc(CCc2n[nH]c(=S)n2CCc2ccccc2)cc1 | -0.6 |
| CC1(C(=O)O)NCCc2c1[nH]c1ccccc21 (stereo not given) | 1.5 |
| COc1ccc(S(N)(=O)=O)cc1-c1nnc2c3ccccc3c(C)nn12 | 0.25 |
| Cc1ccc(Nc2nc(C3(C)CC(C(C)C)C(=O)O3)cs2)cc1 (stereo not given) | -0.38 |
| COc1cccc(C2c3c(oc4ccc(F)cc4c3=O)C(=O)N2c2nccs2)c1 (stereo not given) | 0.92 |
| Cc1cc(C)c(N/C(N)=N/c2nc(C)cc(=O)[nH]2)c(C)c1 | 1.4 |
| COCCCN/C(SCc1cc(C(C)=O)ccc1OC)=C(\C#N)C(N)=O | -0.23 |
| Cc1ccc(C)c(CNC(=O)c2nc3c(nnn3CC3CCCO3)c(=O)[nH]2)c1 (stereo not given) | 2.1 |
| CCOc1ccc(S(=O)(=O)NCc2ccco2)cc1 | 2.4 |
| N#CC(=NCCC1=CCCCC1)C1=C(O)c2ccccc2C1=O | -0.31 |
| COc1ccc(Nc2nc(Cl)nc(Nc3ccc(OC)cc3)n2)cc1 | -0.67 |
| Cc1ccc2nc(C(F)(F)F)cc(OC(C)C)c2c1 | 0.16 |
| COc1cc(C2c3c(oc4ccc(Cl)cc4c3=O)C(=O)N2Cc2ccc3c(c2)OCO3)ccc1O (stereo not given) | 0.99 |
| CC[C@H]1OC(=O)[C@H](C)[C@@H](O[C@H]2C[C@@](C)(OC)[C@@H](O)[C@H](C)O2)[C@H](C)[C@@H](O[C@@H]2O[C@H](C)C[C@H](N(C)C)[C@H]2O)C(C)(O)C[C@@H](C)CN(C)[C@H](C)[C@@H](O)[C@]1(C)O (stereo not given in full) | -0.34 |
| COc1ccc(/C=C/c2sc(C)c(C)[n+]2C)cc1 | -4.8 |
| COc1ccc(CCNC(N)=O)cc1OC | 5.1* |
| Cc1ccc(C2CC(=O)NC(SCC(=O)OC(C)C)=C2C#N)cc1 (stereo not given) | 0.89 |
| Cc1ccc(C(=O)/C=C/Sc2cc(Cl)ccc2Cl)cc1 | -1.6 |
| COc1ccc(OCCS(=O)(=O)c2nc3ccccc3[nH]2)cc1 | -1.4 |
| COC(=O)C(=O)c1c(-c2ccc(Br)cc2)[nH]c2ccccc12 | -0.61 |
| CCOC(=O)c1c[nH]c2c(C)ccc(Cl)c2c1=O | -1.7 |

Following part:
| Molecule | Dicer inh |
| --- | --- |
| O=C(COc1ccccc1O)NCc1ccccc1Cl | -0.98 |
| Cc1ccccc1OCc1nnc2c3cnn(Cc4ccccc4)c3ncn12 | 0.11 |
| O=C(O)C1=Cc2cc(Cl)ccc2OC1 | 1.5 |
| CCc1nc(N)ncc1-c1nnnn1-c1ccc(C)cc1 | -0.85 |
| CC(C)n1c(SCC(=O)Nc2ccc(Cl)cc2)nc2cc(C(F)(F)F)ccc21 | -0.03 |
| Cc1ccc2oc3c(c(=O)c2c1)C(c1cccc(O)c1)N(c1ccccn1)C3=O (stereo not given) | 1.7 |
| N/C(=N\OC(=O)Nc1ccc(OC(F)(F)F)cc1)c1cc(Cl)c(N)c(Cl)c1 | 0.19 |
| CCc1nc(SCc2ccc(Br)cc2)n[nH]1 | 0.9 |
| COCc1cc(N2CCCCC2)nc(-c2csc(C)n2)n1 | 0.02 |
| CC(C)c1ccc(NC(=O)Nc2csc(Cc3c(Cl)cccc3Cl)n2)cc1 | 1.4 |
| COc1ccc(NC(=O)c2cnn3c(C(F)(F)F)cc(-c4ccco4)nc23)cc1OC | 1.1 |
| CCN1C2=C(C(=O)CCC2)C(c2ccc(O)c(Br)c2)C2=C1CCCC2=O | 0.27 |

High-throughput results (PubChem BioAssay)
